KB-V1 cytotox: qHTS assay for MDR1-selective chemotherapeutics: Primary screen using the drug-selected MDR subline cells KB-V1; KB-V1 MDR cells viability, CellTiter-Glo, 72 h; Potency, µM (top dose mostly 46.1 µM), without a hit: top-dose activity change, negative = cytotoxicity, hits mostly cytotoxic; actives 3.4% (n = 400,000); AID 1347076, 2019; note: potency is the fitted concentration of half-maximal effect; % is set by controls: 0 for no effect and ±100 for the full control effect; nearly all actives have a fitted effect of over 60% in size
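KB-V1 MDR subline cells in DMEM (phenol-red free, 10% FBS) exposed to compounds in qHTS concentration series for 72 h at 37 degrees C. Viability read by CellTiter-Glo luminescence; concentration-effect curves fitted after normalization and correction.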
KB-3-1 cytotox: qHTS assay for MDR1-selective chemotherapeutics: Primary screen using the parental adenocarcinoma cell KB-3-1; KB-3-1 viability, CellTiter-Glo ATP luminescence, 72 h; Potency, µM (doses to about 46.1 µM), for the others: top-dose activity change, negative = cytotoxic, actives largely listed as cytotoxic; actives 1.4% (n = 400,000); note: potency is the fitted concentration of half-maximal effect; % is set by controls: 0 for no effect and ±100 for the full control effect; nearly all actives have a fitted effect of over 60% in size
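Multi-concentration cytotoxicity screen in KB-3-1 cells grown in DMEM lacking phenol red with 10% FBS. After 72 h at 37 °C with compound, ATP-dependent luminescence was recorded.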
HT1080 IDH1KD tx: qHTS for induction of synthetic lethality in tumor cells producing 2HG: qHTS for the HT-1080-IDH1KD cell line; Potency, µM (highest dose often 46.1 µM), for the others: at the top dose activity, negative = toxicity, actives largely listed as cytotoxic; AID 686971, 2013; HT-1080 IDH1 knockdown viability, ATP luminescence, 48 h; actives 2% (n = 360,000);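 note: potency is the fitted concentration of half-maximal effect; 0% = DMSO wells and -100% = cell-free medium wells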
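CellTiter-Glo luminescence after 48 h compound exposure at 37 degrees C of IDH1-knockdown HT-1080 cells in 5% FBS RPMI. %Activity scaled between DMSO wells and cell-free media wells, with curves fitted and assigned curve classes.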
GLP1R ag: qHTS of GLP-1 Receptor Agonists; Glucagon-like peptide 1 receptor (Homo sapiens), P43220; Potency, µM (doses to about 45.6 µM), for inactives: top-dose activation, most hits filed as activators; HEK293 GLP-1R CRE-luciferase, luminescence, 4-6 h; cells express a hypersensitive GLP-1R form; actives 0.007% (n = 380,000); AID 624172, 2012; note: potency is the fitted concentration of half-maximal effect; % of control where 0% means no effect
Target sequence (P43220 whole entry, looked up): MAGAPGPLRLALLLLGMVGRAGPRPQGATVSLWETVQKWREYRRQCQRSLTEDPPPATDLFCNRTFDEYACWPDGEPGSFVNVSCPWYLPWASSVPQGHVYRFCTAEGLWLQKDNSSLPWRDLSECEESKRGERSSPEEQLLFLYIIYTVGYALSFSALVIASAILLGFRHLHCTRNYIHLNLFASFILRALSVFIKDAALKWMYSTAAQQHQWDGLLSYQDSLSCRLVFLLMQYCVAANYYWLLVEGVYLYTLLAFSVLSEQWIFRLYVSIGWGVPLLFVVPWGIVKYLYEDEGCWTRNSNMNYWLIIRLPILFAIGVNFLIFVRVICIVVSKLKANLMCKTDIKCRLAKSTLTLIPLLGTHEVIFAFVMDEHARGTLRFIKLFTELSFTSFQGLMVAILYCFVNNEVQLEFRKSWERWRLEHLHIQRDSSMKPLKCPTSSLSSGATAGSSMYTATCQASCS
D3 ag: qHTS of D3 Dopamine Receptor Agonist: qHTS | max activation, % | AID 652048, 2013 | D(3) dopamine receptor (Homo sapiens), P35462 | D3R DiscoveRx beta-arrestin cells, luminescence, 90 min | actives 0.58% (n = 410,000); in the data active = max activation above about 30%; note: 0% is about no effect; mostly tested at two doses, the higher about 12 µM
Target sequence (P35462 whole entry, looked up): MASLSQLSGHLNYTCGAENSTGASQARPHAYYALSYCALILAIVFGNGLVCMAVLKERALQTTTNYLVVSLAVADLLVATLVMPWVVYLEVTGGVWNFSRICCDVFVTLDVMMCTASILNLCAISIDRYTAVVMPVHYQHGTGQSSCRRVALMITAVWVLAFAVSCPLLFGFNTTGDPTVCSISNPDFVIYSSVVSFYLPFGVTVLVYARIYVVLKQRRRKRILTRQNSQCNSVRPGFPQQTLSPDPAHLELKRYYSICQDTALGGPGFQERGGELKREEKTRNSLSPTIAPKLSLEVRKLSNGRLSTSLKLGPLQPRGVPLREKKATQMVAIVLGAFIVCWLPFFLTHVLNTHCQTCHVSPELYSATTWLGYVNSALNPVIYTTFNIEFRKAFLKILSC
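Agonist mode: compounds and dopamine controls were applied to plated cells for 90 min at 37 degrees C after an overnight attachment at 1500 cells/well. Luminescent read-out followed 30 - 60 minutes at room temperature with DiscoveRx detection reagent.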
SW480 rereplic: A quantitative high throughput screen for small molecules that induce DNA re-replication in SW480 colon adenocarcinoma cells; SW480 DNA re-replication, Hoechst DNA content imaging, 48 h; Potency, µM (top dose mostly 46.1 µM), for inactives: at the top dose re-replication activation, usual class: activators; actives 1.8% (n = 340,000); note: potency is the fitted concentration of half-maximal effect; % of control where 0% means no effect; nearly all actives have a fitted effect of over 55% in size
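First, 250 cells per well were seeded. Next, compound or vehicle (23 nL) was pinned in, plates sat 48 hr at 37 C. Finally Hoechst was added for 40 min before fluorescence scanning.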
IL1B secr inh: qHTS for Inhibitors of Inflammasome Signaling: IL-1-beta AlphaLISA Primary Screen | THP-1 LPS/ATP IL-1B secretion, AlphaLISA, 16 h; stronger effect = lower value | activity change, % at 57.5 µM | actives 4.7% (n = 360,000) | AID 743279, 2014; in the data active = activity change below about -50%; inconclusive = mostly about -30% to -49%; note: % is set by controls: 0 for no effect and ±100 for the full control effect
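THP-1 cells pretreated 1 hr with compounds (up to 57.5 uM final), then stimulated with LPS (250 ng/mL final) plus ATP (1.25 mM final); secreted IL-1B measured by AlphaLISA after 16 hr, decreased signal indicating inhibition.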
HT1080-NT tox: qHTS for induction of synthetic lethality in tumor cells producing 2HG: qHTS for the HT-1080-NT fibrosarcoma cell line; HT-1080-NT fibrosarcoma viability, CellTiter-Glo ATP luminescence, 48 h; Potency, µM (series often up to 46.1 µM), inactives show at the top dose activity, negative = less viability, usual class: cytotoxic; actives 1.6% (n = 360,000);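 note: NT is the 2HG producing partner of a matched IDH1 knockdown line; potency is the fitted concentration of half-maximal effect; 0% = DMSO-treated cells and -100% = media-only wells without cells; nearly all actives have a fitted effect of over 55% in size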
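750 cells/well, RPMI + 5% FBS; 2 h settle, compound pin-transfer, 48 h at 37 degrees C. CellTiter-Glo 10 min RT, luminescence. Normalized to DMSO and media-only wells.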
DRD3 antagonist: qHTS of D3 Dopamine Receptor Antagonist: qHTS; actives 2.5% (n = 360,000); D3R cells, DiscoveRx beta-arrestin luminescence, antagonist mode; stronger effect = lower value; max response, negative = inhibition, %; AID 652054, 2013; in the data active = max response below about -50%; inconclusive = no clear call, values can overlap the other calls; note: % is set by controls: 0 for no effect and ±100 for the full control effect; mostly tested at two doses, the higher about 12 µM
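Cells plated overnight at 1500 cells/well, then exposed to library compounds with dopamine controls for 90 minutes at 37 degrees C. DiscoveRx reagent added for 30–60 minutes at room temperature; luminescence read, quantitative HTS format.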
* hit, by the source's call; u = inconclusive; x = not tested or not shown; & = joins results of further samples; [ ] = another dose, or the depositor's remark. Unless noted, calls come from the whole dose curve; as a rule, active = well fitted curve in the direction sought with a large enough effect; inconclusive = small, poorly fitted or top-dose-only effect, or another doubt; inactive = no such curve, though single readings can be large; an effect the other way counts as inactive or inconclusive. The order is random; any-hit rate near 12%.

SMILES	KB-V1 cytotox	KB-3-1 cytotox	HT1080 IDH1KD tx	GLP1R ag	D3 ag	SW480 rereplic	IL1B secr inh	HT1080-NT tox	DRD3 antagonist
COc1ccc(-n2nc([N+](=O)[O-])c(=NCc3ccco3)n2O)cc1	0.9%	-2.5%	3.6%	8.9%	17.1	-3.2%	1.2	9.0%	-6.6
CS(=O)(=O)c1ccc(C(=O)N2CCN(C(=O)c3ccco3)CC2)cc1	0.0%	2.2%	3.9%	-9.5%	7.1	-2.8%	14.5	0.5%	26.1
O=S(=O)(NCCc1ccccc1)c1ccccc1	0.0%	-3.0%	-2.7%	1.4%	2.5	1.1%	-5.0	-0.8%	7.6
CCCCNC(=O)C1(C)CCN1C(=O)c1ccc(OC)c(F)c1 (stereo not drawn)	-14.8%	0.0%	3.1%	-0.1%	-7.5	x	-4.6	14.9%	0.0
COc1ccc(COC(=O)N/C=C/c2ccco2)cc1	10.7%	-12.1%	0.0%	4.1%	-1.0	-14.5%	-9.1	6.7%	-2.6
CCc1cc(C(=O)OCC(=O)N2CCC(c3ccccc3)=N2)sc1C	-15.2%	-7.9%	18.6%	-2.7%	-2.2	0.4%	-1.1	18.4%	-4.6
O=[N+]([O-])c1ccc(NCCCNS(=O)(=O)c2ccccc2)cc1	u	19.8%	-7.9%	5.7%	10.0	-2.9%	-15.6	-6.1%	7.2
O=C(CCNC(=O)c1ccc(Cl)cc1)Nc1cccc(S(=O)(=O)N2CCCCCC2)c1	u	-26.1%	-14.9%	21.1%	1.1	-90.4%[inhibitor]	u	-11.1%	-1.1
O=C(c1ccc(F)cc1)N(NC(=O)C(O)(c1ccccc1)c1ccccc1)c1ccccc1	u	-0.2%	-16.2%	2.3%	2.9	-34.5%[inhibitor]	11.5	-18.5%	-2.0
COc1ccccc1CNC(=O)CN(C)CC(=O)Nc1ccc(F)c(F)c1F	0.0%	5.7%	2.8%	9.4%	-5.3	-16.3%	-16.4	1.4%	7.9
NC(=O)c1cccc(Nc2nc(C(N)CCc3ccccc3)cs2)n1 (stereo not drawn)	6.2%	-0.2%	u	9.1%	4.7	x	0.0	u	-9.7
CCOc1ccc(S(=O)(=O)N(C)c2ccc(OCC(=O)Nc3ccc4[nH]c(=O)[nH]c4c3)cc2)cc1	41.8%	14.1%	-6.7%	25.4%	-7.1	0.2%	-5.4	-11.9%	0.0
Cc1ccc(S(=O)(=O)NC2(C(F)(F)F)C(=O)Nc3c2c(=O)[nH]c(=O)n3-c2ccccc2)cc1 (stereo not drawn)	6.4%&2.8%	u	1.7%	-3.9%&1.5%	-4.7&1.5	-4.3%	15.4	5.0%	6.1
Cc1onc(-c2ccccc2)c1CNC(=O)Nc1cccc(Cl)c1	-13.3%	u	u	12.6%	-7.4	1.9%	-65.9*	-5.5%	u
CC1=C(C(=O)N(C)C)C(c2ccccc2OC(F)F)NC(=O)N1 (stereo not drawn)	18.5%	-1.0%	4.5%	3.2%	3.5	-77.5%[inhibitor]	1.2	-3.4%	-0.4
O=C(c1ccco1)N1CCN(c2ccc([N+](=O)[O-])c(N3CCOCC3)c2)CC1	-8.3%	6.2%	-1.5%	11.8%	-5.0	-4.6%	14.4	0.1%	-2.7
CCCCCOc1ccc(Cn2c(=O)oc3ccc(C)cc32)cc1OC	u	2.5%	x	14.5%	1.6	x	x	x	x
NC(=O)c1nsc(C(=O)N(CC(=O)NC2CCCCC2)Cc2ccc(F)cc2)c1N	-14.2%	5.2%	-8.7%	u	-6.3	5.5%	-10.9	-15.3%	0.8
COc1cc2ccccc2cc1C(=O)N/N=C/c1ccc2c(c1)OCO2	u	u	u	11.1%	-3.3	u	51.4	u	-14.5
COc1ccc(Nc2nc3cc(C)ccc3cc2C#N)c(OC)c1	0.0%	2.06µM*	u	8.4%	5.2	u	62.1	-25.0%	12.6
CC(C)[C@H](NC(=O)OCc1ccccc1)C(=O)OCc1cc(=O)oc2cc(O)ccc12	x	x	4.7%	-3.2%	23.8	-0.1%	9.4	2.3%	36.3
CC(C)N1CCN(Cc2cc3ccccc3[nH]2)CC1CCO (stereo not drawn)	0.0%	10.4%	7.4%	-12.1%	-11.7	u	-8.9	0.1%	3.2
c1ccc2sc(Nc3nc4cc5c(cc4s3)OCO5)nc2c1	-6.8%	-12.0%	-10.8%	7.4%	3.7	u	18.8	-15.0%	2.9
COc1ccccc1/C=N/NC(=O)c1[nH]c(C)c(C(=O)N/N=C/c2ccccc2OC)c1C	u	-8.5%	11.3%	7.5%	3.6	0.2%	-14.4	5.7%	0.0
O=C(CCNC(=O)c1ccccc1Cl)Nc1ccc(Cl)c(C(F)(F)F)c1	21.7%	0.7%	-13.5%	-0.3%	1.5	4.1%	-0.9	-1.5%	0.2

3 entries picked at random from those above:
SMILES	KB-V1 cytotox	KB-3-1 cytotox	HT1080 IDH1KD tx	GLP1R ag	D3 ag	SW480 rereplic	IL1B secr inh	HT1080-NT tox	DRD3 antagonist
CS(=O)(=O)c1ccc(C(=O)N2CCN(C(=O)c3ccco3)CC2)cc1	0.0%	2.2%	3.9%	-9.5%	7.1	-2.8%	14.5	0.5%	26.1
COc1ccc(COC(=O)N/C=C/c2ccco2)cc1	10.7%	-12.1%	0.0%	4.1%	-1.0	-14.5%	-9.1	6.7%	-2.6
CCCCNC(=O)C1(C)CCN1C(=O)c1ccc(OC)c(F)c1 (stereo not drawn)	-14.8%	0.0%	3.1%	-0.1%	-7.5	x	-4.6	14.9%	0.0

Following part.
SMILES	KB-V1 cytotox	KB-3-1 cytotox	HT1080 IDH1KD tx	GLP1R ag	D3 ag	SW480 rereplic	IL1B secr inh	HT1080-NT tox	DRD3 antagonist
CC(C)CC(=O)Nc1nnn(C)n1	19.9%	-2.4%	2.5%	1.6%	0.7	-15.1%	-16.2	10.1%	7.3
COC(=O)C1CCN(c2cc(=O)n(-c3ccc(OC)cc3)c(=O)[nH]2)CC1	0.0%	0.0%	7.5%	0.1%	-4.2	-24.7%	-11.0	16.4%	-25.0
COc1ccc(NS(=O)(=O)c2cc(NC(=O)c3cnccn3)ccc2OC)cc1Br	-5.6%	u	u	-0.4%	-8.0	u	-5.6	-12.8%	-5.3
CCOC(=O)c1ccc(Nc2cc3ccccc3c(=O)[nH]2)cc1	16.2%	0.0%	-9.9%	8.4%	17.2	u	6.5	2.0%	4.7
COC(=O)c1ccc(N)c(CS(=O)(=O)c2ccc(Cl)cc2)c1	u	0.7%	2.0%	9.3%	1.8	u	-11.4	1.6%	17.3
CCN(CC)c1ccc(NC(=O)CN2CCN(c3nc(C)cc(C)n3)CC2)cc1	u	-31.6%	-20.7%	6.8%	-6.0	0.8%	u	-26.5%	0.0
Nc1c([N+](=O)[O-])cc(-c2cnc[nH]2)cc1[N+](=O)[O-]	4.9%	-8.6%	-4.0%	-3.7%	-5.4	0.5%	1.4	0.5%	-4.8
CC(=O)OC1C2CCC1C([N+]1(C)CCCCC1)CC2 (stereo not drawn)	6.3%	5.7%	2.4%	3.1%	0.2	-5.7%	31.7	0.9%	10.4
O=C(O)[C@@H]1CCCN1S(=O)(=O)c1cccc(S(=O)(=O)N2CCC[C@H]2C(=O)O)c1	-1.2%	-1.2%	-2.3%	-3.0%	-31.7	18.6%	-4.4	-1.0%	-14.9
CCCCC(=O)Nc1cccc(NC(=O)CC)c1	9.4%	29.0%	-0.2%	-7.6%	0.7	-7.7%	7.9	-0.5%	10.6
Cc1ccc(NC(=O)CSc2nccn2C)cc1S(=O)(=O)N1CCOCC1	u	-2.7%	24.1%	-1.3%	-7.9	-0.4%	-3.4	5.7%	-29.3
CC(C)CCNC(=O)c1cccc(S(=O)(=O)N2CCc3ccccc32)c1	-11.1%	-2.5%	-25.8%	-1.5%	3.5	14.9%	15.7	-4.3%	-23.1
Cc1cccc(NC(=O)c2cc3n(n2)C(C(F)(F)F)CC(C2CC2)N3)c1C (stereo not drawn)	-2.1%	2.4%	15.9%	-1.7%	0.2	-4.1%	17.3	16.5%	4.5
O=C(Cc1ccc(Cl)cc1)NNC(=S)NC(=O)c1cccnc1	-6.3%	22.8%	-0.5%	-7.4%	-2.4	0.7%	18.9	11.8%	-5.6
O=C(COc1ccc2ccc(=O)oc2c1)Nc1c(Cl)cccc1C(F)(F)F	7.6%	5.9%	13.9%	-5.1%	0.5	-4.4%	1.0	9.9%	5.3
COc1cccc(N2CC(=O)N(NC(=O)CSc3nc(C)cc(C)c3C#N)CC2=O)c1	-7.2%	u	-6.4%	4.0%	-30.5	4.8%	5.1	-4.7%	-5.4
COC(=O)c1c(NC(=O)Cc2cccs2)sc(C(=O)N2CCCCC2)c1C	16.4µM*	7.7%	-28.9%	u	9.1	-2.3%	23.2	-1.8%	11.4
CN(C1CCS(=O)(=O)C1)S(=O)(=O)c1ccccc1 (stereo not drawn)	18.4%	-4.4%	14.8%	11.2%	12.4	-18.7%	-7.0	11.5%	4.4

Some of the entries so far, with two lines to a compound:
Values in the order: KB-V1 cytotox, KB-3-1 cytotox, HT1080 IDH1KD tx, GLP1R ag, D3 ag, SW480 rereplic, IL1B secr inh, HT1080-NT tox, DRD3 antagonist
O=C(O)[C@@H]1CCCN1S(=O)(=O)c1cccc(S(=O)(=O)N2CCC[C@H]2C(=O)O)c1
  -1.2%, -1.2%, -2.3%, -3.0%, -31.7, 18.6%, -4.4, -1.0%, -14.9
CCCCC(=O)Nc1cccc(NC(=O)CC)c1
  9.4%, 29.0%, -0.2%, -7.6%, 0.7, -7.7%, 7.9, -0.5%, 10.6
